KRASV12 cytotoxicity: cytotoxicity in KRAS-transformed pancreatic duct cells, primary screen, cell-based, fluorescence, HTS (AID 431); 63,000 compounds, 1.7% hits; HPDE-C7K KRASV12 cells, Alamar Blue viability, 48 h; higher % means a stronger effect; cytotoxicity, % at 10 µM, or EC50 in µM where a hit was titrated;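 active = compounds whose percent cytotoxicity in the single-dose primary screen, scaled between solvent and toxic-drug controls, exceeds 50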;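 also: 0% = DMSO solvent wells and 100% = doxorubicin-treated wells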
HPDE-C7 cytotoxicity: cytotoxicity in HPDE-C7 cells, cell-based, fluorescence, HTS (AID 430); one-dose cytotoxicity, % at 10 µM; EC50 in µM for titrated hits; HPDE-C7 pancreatic duct cells viability, fluorescence; higher % means a stronger effect; 63,000 compounds, 1.8% hits;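 also: cells exposed to compound for 48 hours before viability readout; 0% = vehicle and 100% = reference cytotoxic drug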
Spn DPM-DC inh: S. pneumoniae DPM-DC inhibitors, primary screen, biochemical, PK/LDH-coupled NADH fluorescence | diphosphomevalonate decarboxylase (Streptococcus pneumoniae D39) | purified DPM-DC | calls only at 10 µM | 65,000 compounds, 0.49% hits | AID 556, 2006;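 active = the 320 compounds with the highest percent inhibition in the single-dose primary screen, excluding strongly autofluorescent ones, cut at about 32% in these data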;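 also: kinetic rate of NADH fluorescence loss reporting ADP formed by the decarboxylase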
TNAP inhibition: human TNAP enzyme inhibitors, biochemical, luminescent (AID 518); Alkaline phosphatase, tissue-nonspecific isozyme (Homo sapiens); purified TNAP enzyme, luminescent substrate readout; higher % means a stronger effect; inhibition, % at 20 µM, or IC50 in µM where a hit was titrated; 64,000 compounds, 0.09% hits; in the data active = a potency from the dose series; inactive = the rest, 99 in 100 with inhibition below about 22%;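 also: plate controls were vehicle for no effect and reference inhibitor for full effect; many of its hits are not listed in these tables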
MK inhibit: S. pneumoniae MK inhibitors, primary screen, biochemical, PK/LDH-coupled NADH absorbance; 65,000 compounds, 0.48% hits; inhibition, % at 10 µM; purified MK, PK/LDH-coupled NADH absorbance 340 nm; mevalonate kinase [Streptococcus pneumoniae D39];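 active = ranked among the strongest by inhibition in the single 10 µM screen, a fixed top-ranked set picked for dose follow-up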; also: no value below 0 was filed
HT1080 cytotoxicity: cytotoxicity in HT1080 fibrosarcoma cells, cell-based, fluorescence readout (AID 620); HT1080 viability, fluorescence; higher % means a stronger effect; cytotoxicity, % at 10 µM; hits with a dose series show EC50 in µM; 87,000 compounds, 0.42% hits;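 also: cells exposed to compound overnight then 4 h with Alamar Blue; 0% = vehicle DMSO and 100% = killing control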
LYP inhibition: LYP phosphatase inhibitors, primary screen, biochemical, DiFMUP fluorescence, recombinant catalytic domain, 10 µM (AID 606); recombinant LYP catalytic domain, DiFMUP fluorescence; higher % means a stronger effect; one-dose inhibition, % at 10 µM; IC50 in µM for titrated hits; 52,000 tested, under 10 active;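 active = IC50 under 40 µM in the dose-response test; inactive = IC50 of 40 µM or more, or never dose-tested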
Spn PMK inh: S. pneumoniae PMK inhibitors, primary screen, biochemical, mevalonate pathway, pilot trial included | inhibition, % at 10 µM | purified PMK, PK/LDH-coupled NADH absorbance 340 nm | phosphomevalonate kinase (Streptococcus pneumoniae D39) | 65,000 compounds, 0.49% hits;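 active = top-ranked compounds by inhibition in the single 10 µM screen, taking a fixed number of the strongest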;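 also: 0% = full reaction with DMSO carrier and 100% = background rate without enzyme reaction; no value below 0 was filed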
Bfl-1 inhibitors: Bfl-1 inhibitors, primary screen, biochemical, fluorescence polarization, FITC-Bid, mouse (AID 432); displacement, % at 20 µM; hits with a dose series show IC50 in µM; Bcl-2-related protein A1 (Mus musculus); 64,000 compounds, 0.02% hits; FITC-Bid BH3 peptide fluorescence polarization displacement; higher % means a stronger effect; in the data active = a potency from the dose series; inactive = the rest, 99 in 100 with displacement below about 15%; also: strong numbers were not always called active
Spn PMK inh pilot replicates: further read-out of Spn PMK inh, marked with its call; inhibition, %; measured here: pilot screen replicates
MK inhibit pilot replicates: further read-out of MK inhibit, marked with its call; inhibition, %; measured here: pilot screen replicates
Spn DPM-DC inh pilot screen %: second read-out of Spn DPM-DC inh, no call of its own (marks repeat the call); inhibition, %; measured here: pilot screen trials
* marks the source's active call; other numbers are inactive results; i = inactive; · = no result given. Rule as the data show it, unless noted: active = cytotoxicity above about 50%; inactive = the rest.

SMILES | KRASV12 cytotoxicity | HPDE-C7 cytotoxicity | Spn DPM-DC inh | TNAP inhibition | MK inhibit | HT1080 cytotoxicity | LYP inhibition | Spn PMK inh | Bfl-1 inhibitors | others
Cc1nc2nc(-c3cccs3)cn2nc1C | 4% | 4% | · | 4% | 11 | -20% | 2% | 13 | 43%
CCn1c(O)c(C=NCCN2CCOCC2)sc1=S | -4% | -2% | i | 7% | 13 | 1% | 5% | 8 | -2%
CSc1nc2nc3c(c(=O)n2[nH]1)CN(Cc1ccccc1)CC3 | 0% | -5% | i | 13% | 6 | -16% | 9% | 11 | 4%
Cc1ccc2cc(CN(Cc3ccco3)S(=O)(=O)c3c(C)ccc4nsnc34)c(=O)[nH]c2c1 | 29% | 38% | i | 14% | 1 | -6% | 5% | 11 | -3%
Cc1onc(-c2ccccc2Cl)c1C(=O)NCc1nc(-c2ccccc2)no1 | -1% | -4% | i | 8% | 8 | -13% | 15% | 6 | 1%
CC1CCN(C(=O)Cc2nn(C)c(=O)c3ccccc23)CC1 | -11% | -24% | i | -5% | 0 | -5% | · | 4 | -6%
C=CCn1c(=N)c(C(=O)OCC)cc2c(=O)n3cccc(C)c3nc21 | 9% | 16% | · | 12% | 0 | 3% | 7% | 0 | 0%
COc1ccc(C(=O)c2cnc(C(C)C)n2C)cc1 | -12% | -13% | i | -6% | 3 | -7% | 2% | 3 | -4%
Cc1nn(C(C)C(=O)O)c2ccccc12 (stereo not given) | 9% | -11% | i | 6% | 7 | -1% | -3% | 11 | -2%
COC(=O)c1sc(NC(=O)c2oc3ccccc3c2C)nc1C | -12% | -4% | i | 5% | 0 | -14% | 5% | 12 | -3%
COc1cccc(-c2nc(CS(=O)(=O)CC(=O)NCCCOC(C)C)c(C)o2)c1 | -3% | -14% | i | 3% | 3 | 1% | · | 11 | 4%
Cc1cc(C)n(CCCNCC(O)c2ccccc2)n1 (stereo not given) | -9% | -2% | i | -4% | 53* | -8% | · | 0 | -6%
COC(=O)c1ccc(N2CCOCC2)c(NC(=O)Nc2cccc(OC)c2)c1 | -2% | 0% | i | 4% | 9 | 1% | · | 7 | -3%
CCOC(=O)c1nnc2cc(-c3ccc(Br)cc3)nn2c1C | -10% | -23% | i | 4% | 10 | -4% | · | 11 | -1% | Spn PMK inh pilot replicates=2.5;MK inhibit pilot replicates=1.5;Spn DPM-DC inh pilot screen %=0.0
CCCCC(=O)Nc1ccc(NC(=O)c2ccccc2OC)cn1 | 11% | 1% | i | 1% | 10 | 7% | 17% | 0 | -1%
Cc1ccc2[nH]c(=O)c(CN(Cc3cccnc3)C(=O)c3ccncc3)cc2c1 | · | · | i | 12% | 7 | 9% | · | 0 | -1%
O=C(CCN1C(=O)C2C3C=CC(C3)C2C1=O)NCC1CCCO1 (stereo not given) | -3% | -13% | i | 13% | 7 | -2% | -1% | 1 | 2%
CCC(=O)Oc1ccc2c(C)c(Cl)c(=O)oc2c1 | 11% | 18% | · | 2% | 1 | 6% | 9% | 0 | -14%
COc1ccc(N2C(=O)C3CCCN3C2c2ccccc2)cc1Cl (stereo not given) | · | · | i | 1% | 4 | -5% | 18% | 10 | -6%
CCc1nnc(NC(=O)Cn2nc(-c3ccccc3OC)ccc2=O)s1 | -9% | -1% | i | 10% | 8 | 10% | 10% | 14 | 2%
CCC/C(O)=C1\C(=O)CC(C)(C)CC1=Nc1ccccc1OC | 8% | 6% | i | 16% | 4 | -19% | · | 12 | -6%
Cc1ccc(C(C(=O)NCc2ccco2)N(CC2CCCO2)C(=O)Cn2nnc3ccccc32)cc1 (stereo not given) | 9% | 9% | i | 0% | 0 | -5% | -1% | 20 | -5%
c1ccc(-n2ncc3c2ncn2cnnc32)cc1 | -2% | 2% | i | · | 6 | 19% | 15% | 9 | 0%
COc1cc(NC(=O)Cc2ccc(Cl)cc2)ccc1NC(=O)c1ccco1 | 0% | -4% | i | 10% | 10 | 8% | 11% | 9 | -5%
O=C(Cc1cccs1)Nc1nc(-c2ccccc2)cs1 | -14% | -35% | i | 21% | 9 | -5% | -20% | 12 | -5%
Cc1ccc(SCC(=O)N2CCCC2)cc1 | -3% | 5% | i | 7% | 7 | 6% | 8% | 2 | -2%
COc1ccc(OC)c(S(=O)(=O)Nc2ccc(CC(=O)O)cc2)c1 | 0% | -12% | i | 9% | 3 | -5% | 8% | 10 | -11%
NC(=O)C1CCN(c2ncnc3c(-c4ccccc4)nsc23)CC1 | -7% | -7% | i | 9% | 10 | 10% | 8% | 12 | 2%
O=C(NCCc1ccccc1)c1noc2c1CCCCC2 | -8% | -3% | i | 15% | 12 | 1% | 13% | 9 | -3%
Cc1cc(C)n(-c2nc3ccccc3[nH]c2=O)n1 | 1% | -22% | i | 13% | 3 | -3% | -2% | 17 | 2%
Cn1c(COc2ccccc2)nnc1SCC(=O)NCc1ccccc1 | -8% | -2% | i | 5% | 4 | -11% | 2% | 2 | -5%
CCCc1nc2oc3c(NCCN(C)C)ncnc3c2c2c1CCCC2 | 17% | 14% | i | 6% | 4 | 10% | 0% | 13 | -8%
COC(=O)C1(c2ccccc2)NC(c2cccs2)C2C(=O)N(C)C(=O)C21 (stereo not given) | -1% | 3% | i | 11% | 0 | 22% | · | 18 | -2%
Cc1ccc(Cn2ccc(NC(=O)c3cc(-c4ccc(Cl)cc4)on3)n2)cc1 | -2% | 4% | i | -5% | 0 | 10% | -6% | 10 | -8%
c1cncc(-c2csc(NCc3ccco3)n2)c1 | 0% | 2% | i | 4% | 4 | · | · | 0 | 1%
COC(=O)CN(n1cnnc1)S(=O)(=O)c1ccc(C)cc1 | -3% | 3% | i | 8% | 7 | -3% | 7% | 7 | 0%
O=C(c1cc(-n2cnnc2)ccc1Cl)N1CCN(c2nc(-c3ccccc3)cs2)CC1 | 14% | -2% | i | 1% | 0 | 3% | -4% | 6 | 0%
CCOC(=O)c1[nH]c2cc3c(cc2c1NC(=O)CN1CC(C)CC(C)C1)OCO3 (stereo not given) | 10% | 2% | · | -2% | 4 | 1% | -3% | 4 | 9%
CCOc1ccc(NS(=O)(=O)c2ccc(OCC(=O)N3CCCC3)cc2)cc1 | 1% | 3% | i | 15% | 4 | -1% | 4% | 0 | 1% | Spn PMK inh pilot replicates=1.5;MK inhibit pilot replicates=0.0;Spn DPM-DC inh pilot screen %=0.0
COCc1cc(C)nc(Nc2ccc(C)cc2C)c1C#N | 1% | -14% | i | 20% | 7 | 2% | · | 12 | -2% | Spn PMK inh pilot replicates=4.0;MK inhibit pilot replicates=2.5;Spn DPM-DC inh pilot screen %=5.5
CCOCCCNCC(=O)N1CCN(S(=O)(=O)c2ccc(C)cc2)CC1 | -3% | 13% | i | 11% | 35 | 6% | 4% | 10 | -5% | Spn PMK inh pilot replicates=3.0;MK inhibit pilot replicates=3.0;Spn DPM-DC inh pilot screen %=1.0
COc1ccc(C)cc1NC(=O)C1CC(=O)OC12CCCCC2 (stereo not given) | -1% | 1% | i | 15% | 8 | · | 0% | 10 | 2%
COc1ccc(NC(C)=O)cc1NC(=O)CSc1nnc(-c2cccnc2)n1C | 8% | -13% | i | 4% | 10 | -2% | -6% | 0 | -2%
COc1ccccc1CC1(C)NC(=O)N(CC(=O)Nc2cc(C)on2)C1=O (stereo not given) | -11% | -1% | i | 10% | 9 | -3% | · | 13 | 1% | Spn PMK inh pilot replicates=0.0;MK inhibit pilot replicates=0.0;Spn DPM-DC inh pilot screen %=0.0
CCOc1ccc(Nc2nc(C)cc(C)c2C#N)cc1 | 11% | 0% | i | 11% | 7 | 0% | 4% | 4 | 0%
COC(=O)c1ccc(CN2C(=O)NC3(CCC(C)CC3)C2=O)o1 (stereo not given) | 6% | -1% | i | 4% | 7 | 6% | · | 14 | 4%
Cc1nnc(NCCc2ccccc2)[nH]c1=O | -11% | -15% | i | 14% | 0 | -4% | 3% | 5 | -7%
COc1ccc(C(=O)O)cc1F | 2% | -2% | i | 7% | 1 | -5% | -9% | 4 | 1%

Three consecutive compounds from above, quoted:
SMILES | KRASV12 cytotoxicity | HPDE-C7 cytotoxicity | Spn DPM-DC inh | TNAP inhibition | MK inhibit | HT1080 cytotoxicity | LYP inhibition | Spn PMK inh | Bfl-1 inhibitors | others
COC(=O)c1ccc(CN2C(=O)NC3(CCC(C)CC3)C2=O)o1 (stereo not given) | 6% | -1% | i | 4% | 7 | 6% | · | 14 | 4%
Cc1nnc(NCCc2ccccc2)[nH]c1=O | -11% | -15% | i | 14% | 0 | -4% | 3% | 5 | -7%
COc1ccc(C(=O)O)cc1F | 2% | -2% | i | 7% | 1 | -5% | -9% | 4 | 1%

Next section:
SMILES | KRASV12 cytotoxicity | HPDE-C7 cytotoxicity | Spn DPM-DC inh | TNAP inhibition | MK inhibit | HT1080 cytotoxicity | LYP inhibition | Spn PMK inh | Bfl-1 inhibitors | others
Cc1ccc(C(=O)C2=C(O)C(=O)N(c3ncccn3)C2c2ccc(Cl)cc2)o1 (stereo not given) | 11% | 68%* | i | 14% | 5 | -17% | · | 0 | 7%
CSc1cccc(NC(=O)CN(C2CCCCC2)S(C)(=O)=O)c1 | -11% | -18% | i | -5% | 4 | 3% | 15% | 2 | -2%
CC(NC(=O)c1ccco1)C(c1cccs1)N1CCN(c2ccc(F)cc2)CC1 (stereo not given) | -25% | -22% | i | 1% | 7 | 11% | -5% | 16 | -5% | Spn PMK inh pilot replicates=0.0;MK inhibit pilot replicates=0.0;Spn DPM-DC inh pilot screen %=0.0
O=C(C1CCCO1)N1CCN(S(=O)(=O)c2ccccc2)CC1 (stereo not given) | 6% | -6% | i | 10% | 0 | 5% | · | 0 | 5% | Spn PMK inh pilot replicates=5.5;MK inhibit pilot replicates=0.0;Spn DPM-DC inh pilot screen %=0.5
CN1C=C(C(F)(F)F)C=C/C1=C(\C#N)c1nnc2n1CCCCC2 | -7% | 2% | i | 9% | 5 | -3% | -3% | 15 | 1%
Cc1[nH]nc2c1C(c1ccc(OC(=O)c3ccco3)cc1)C(C#N)=C(N)O2 (stereo not given) | 6% | 5% | i | 22% | 0 | 0% | 2% | 16 | -4%
COc1ccc(CCNc2nc(C)nc3c2oc2ccccc23)cc1OC | -4% | -11% | · | 1% | · | -2% | · | · | 1%
Cc1ccccc1-n1c(Cn2c(=O)sc3ccccc32)nnc1SCC(=O)N1CCCC1 | 18% | 8% | i | 14% | 10 | · | · | 3 | -6% | Spn PMK inh pilot replicates=1.5;MK inhibit pilot replicates=0.5;Spn DPM-DC inh pilot screen %=1.0

Screens: PubChem, several laboratories
